Compound activity from PubChem.
MEX-5 binding: MEX-5 zinc finger RNA-binding disruptors – biochemical, C. elegans, fluorescence polarization, MLPCN library, primary screen; Zinc finger protein mex-5 (Caenorhabditis elegans), Q9XUB2; activity score (negative = inhibition of binding), % at 10 µM; hit rate 0.38% among 300,000; MEX-5/FITC-TCR2 RNA binding; hits give low values; AID 1832, 2009;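 active means inhibition past about -25% in most replicates, and total fluorescence under double the plate's negative control median, limit read from the data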;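 further: 0% = DMSO and -100% = 5 µM competing unlabeled TCR2 RNA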
Target sequence (Q9XUB2 whole entry, looked up): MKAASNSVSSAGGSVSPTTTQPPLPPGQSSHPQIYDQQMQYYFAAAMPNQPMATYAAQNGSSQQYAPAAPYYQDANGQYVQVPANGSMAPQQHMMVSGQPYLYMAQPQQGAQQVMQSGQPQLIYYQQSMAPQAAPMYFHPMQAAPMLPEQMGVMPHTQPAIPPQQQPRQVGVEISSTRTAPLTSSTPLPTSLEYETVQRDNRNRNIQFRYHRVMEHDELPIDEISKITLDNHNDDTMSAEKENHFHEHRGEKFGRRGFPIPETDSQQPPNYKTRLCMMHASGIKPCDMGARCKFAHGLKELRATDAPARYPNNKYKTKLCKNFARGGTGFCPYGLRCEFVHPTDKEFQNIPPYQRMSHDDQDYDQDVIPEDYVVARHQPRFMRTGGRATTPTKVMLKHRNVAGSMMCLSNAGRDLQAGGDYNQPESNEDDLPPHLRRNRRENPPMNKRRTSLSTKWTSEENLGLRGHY
Fam108B inh: mouse Fam108B serine hydrolase inhibitors, primary screen, counter-screen for RBBP9 inhibitor project, biochemical, fluorescence polarization; recombinant Fam108B, FP-Rh probe fluorescence polarization; inhibition, % at 9.51 µM; hit rate 0.33% among 300,000;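 active means inhibition above the screen mean inhibition plus 3 SD, computed separately per campaign, cut at about 18% in these data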;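 further: inhibitors lower polarization as less probe binds the enzyme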
Efflux pump mplx: inhibitors of Candida efflux pumps in yeast, primary screen, S. cerevisiae, Nile Red, multiplex. AID 485275, 2010. inhibition, % at 10 µM. S. cerevisiae Candida pump triplex. hit rate 0.44% among 330,000;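 active means plate passing quality check with inhibition over a set limit, or well fluorescence over plate mean plus 4 SD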;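 further: Nile Red retained in pooled yeast measured as flow cytometry median fluorescence; 0% = buffer negative control and 100% = Enniatin B positive control; higher means more Nile Red kept so more efflux inhibition; some compounds called inactive have numbers as strong as hits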
GLD-1 TGE inh: GLD-1/TGE RNA complex disruptors, primary screen, biochemical, fluorescence polarization; Female germline-specific tumor suppressor gld-1 (Caenorhabditis elegans), Q17339; purified GLD-1 + fluorescein TGE RNA; inhibition, % at 5.96 µM; hit rate 0.44% among 320,000; AID 2280, 2010;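 active means percent inhibition above a per-plate cutoff, the plate mean of test compounds plus 3 SD, cut at about 30% in these data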;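 further: 0% = DMSO wells with GLD-1 and probe and 100% = wells lacking GLD-1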
MCL1 BIM primary: inhibitors of MCL1 binding to BIM-BH3, primary screen, biochemical, fluorescence polarization | inhibition, % at 10.9 µM | AID 2057, 2009 | Induced myeloid leukemia cell differentiation protein Mcl-1 (Homo sapiens), Q07820 | hit rate 0.68% among 320,000 | GST-MCL1 / FITC-Bim-BH3 fluorescence polarization;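 active means inhibition above the mean inhibition of all tested compounds plus 3 SD, set per campaign, cut at about 40% in these data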;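 further: 0% = DMSO wells and 100% = unlabeled Bim-BH3 peptide control; higher means more loss of mP so more displacement of Bim peptide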
Target sequence (Q07820 whole entry, looked up): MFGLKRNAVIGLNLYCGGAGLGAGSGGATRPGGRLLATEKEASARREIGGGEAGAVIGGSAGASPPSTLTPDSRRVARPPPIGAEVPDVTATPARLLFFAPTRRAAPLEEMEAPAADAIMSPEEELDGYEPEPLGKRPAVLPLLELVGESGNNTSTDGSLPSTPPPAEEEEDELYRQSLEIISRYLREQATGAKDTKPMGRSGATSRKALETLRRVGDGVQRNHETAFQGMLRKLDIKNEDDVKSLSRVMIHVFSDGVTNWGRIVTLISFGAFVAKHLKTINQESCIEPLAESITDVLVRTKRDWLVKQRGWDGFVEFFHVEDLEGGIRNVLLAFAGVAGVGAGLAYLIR
GRK2 aptamer HTS: compounds blocking aptamer binding on GRK2 – biochemical, human GRK2, bead flow cytometry, HTS, primary screen. hit rate 0.59% among 330,000. Beta-adrenergic receptor kinase 1 (Homo sapiens), P25098. FAM-aptamer displacement from GRK2. AID 488847, 2010. inhibition of aptamer binding, % at 10 µM;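 active means inhibition of aptamer binding above 40%, roughly 3 SD of noise, on plates passing a quality check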;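 further: median bead fluorescence of bound FAM aptamer so fluorescent compounds give negative values; no value below 0 was filed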
PME-1 inh: PME-1 inhibitors via competitive probe labeling, primary screen, biochemical, fluorescence polarization, FP-Rh probe, HTS; Protein phosphatase methylesterase 1 (Homo sapiens), Q9Y570; recombinant PME-1; inhibition, % at 5.9 µM; hit rate 0.53% among 320,000;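 active means inhibition above the campaign mean of all compounds plus 3 SD, cut at about 26% in these data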;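 further: competitive labeling of PME-1 active site by serine hydrolase directed probe; 0% = PME-1 with DMSO and 100% = wells lacking PME-1 enzyme; inhibitors block probe labeling so polarization falls and inhibition rises; many of its hits are not listed in these tables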
VLA-4 inh: inhibition in human VLA-4 binding assay, primary screen, VLA-4 allosteric modulator project, MLPCN library, flow cytometry, VLA-4 expressing cells | inhibition, % (about 7 µM as worked out from the volumes in the protocol) | ligand binding flow cytometry | Integrin alpha-4 (Homo sapiens), P13612 | hit rate 0.2% among 330,000; in the data active means inhibition above about 50%
Bcl-xL primary: inhibitors of human Bcl-xL, primary screen, biochemical, fluorescence polarization, HTS; GST-Bcl-xL / FITC-Bim BH3 peptide fluorescence polarization; inhibition, % at 10.9 µM; hit rate 0.7% among 320,000;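 active means inhibition above the mean of all tested compounds plus 3 SD, cutoff set per campaign, cut at about 30% in these data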;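 further: 0% = DMSO wells and 100% = unlabeled Bim-BH3 peptide competitor; inhibitors lower millipolarization by displacing the labeled peptide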
Target sequence (Q07817 whole entry, looked up): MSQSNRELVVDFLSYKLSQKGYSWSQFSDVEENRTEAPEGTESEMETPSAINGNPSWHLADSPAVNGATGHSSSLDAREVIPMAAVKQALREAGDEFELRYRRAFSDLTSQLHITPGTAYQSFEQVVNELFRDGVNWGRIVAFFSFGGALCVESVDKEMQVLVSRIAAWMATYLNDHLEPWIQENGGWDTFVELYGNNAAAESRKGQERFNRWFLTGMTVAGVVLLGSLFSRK
Starred values were filed as active, the others as inactive; . = not tested or not shown. An excerpt. The share of hits here may be higher or lower than overall.

SMILES	MEX-5 binding	Fam108B inh	Efflux pump mplx	GLD-1 TGE inh	MCL1 BIM primary	GRK2 aptamer HTS	PME-1 inh	VLA-4 inh	Bcl-xL primary
CC(=O)c1cccc(NC(=O)c2csc(-n3nc(C)cc3C(F)(F)F)n2)c1	-2.8	5	0.0	-2	2	0	-2	-4	7
N#Cc1cc(-c2ccccc2)nnc1Oc1ccccc1Cl	2.4	2	-0.1	0	-1	3	-3	4	0
COc1ccc2c(C(=O)c3ccc(C)cc3)n(CCC(N)=O)[n+]([O-])c2c1	-1.4	8	-0.1	3	-7	0	-1	-2	0
CCOc1ccc(S(=O)(=O)NCc2ccncc2)cc1	0.7	1	-0.1	5	6	5	3	-16	3
COc1cc(C(=O)O)c([N+](=O)[O-])c(OC)c1OC	-3.5	-3	0.0	4	0	0	-1	25	1
COc1cccc(NC(=O)CN(C)S(=O)(=O)/C=C/c2ccccc2)c1	.	.	0.2	-4	-4	6	-2	29	4
O=C(COC(=O)c1ccc([N+](=O)[O-])o1)c1ccccc1	1.8	0	-0.2	5	1	1	4	5	0
COc1ccc(CCNC(=O)Cn2cnc3c(nnn3Cc3ccc(C)cc3)c2=O)cc1OC	3.7	3	-0.2	3	4	6	-3	1	5
COc1cccc(N2C(=O)c3ccncc3C2=O)c1	-3.3	-1	0.1	-1	-9	0	0	8	-4
CN1CCN(c2ccc([N+](=O)[O-])cc2C(=O)N2CCOCC2)CC1	-2.6	-1	0.0	2	3	1	-1	3	-1
Cc1noc(C(=O)NCc2ccccc2)c1Cl	2.8	0	-0.1	2	3	0	-3	12	3
COC(=O)c1cc(NC(=O)C23CCC(C)(C(=O)O2)C3(C)C)cc(C(=O)OC)c1 (stereo not given)	-0.1	3	-0.1	5	6	1	-5	-7	4
Cc1cccn2c(=O)c(C=O)c(N3CCN(c4ccccc4)CC3)nc12	-9.1	4	0.0	0	60*	0	0	0	37*
COCCCNC(=O)/C(C#N)=C/c1ccc(OCC(=O)O)c(OC)c1	-10	18	-0.1	7	57*	44*	-7	2	16
CCC(C)(C(=O)NC1CCCCC1)N(C(=O)CC1NC(=O)NC1=O)c1c(C)n(C)n(-c2ccccc2)c1=O (stereo not given)	-0.5	-4	0.1	6	4	0	-2	2	9
C#CCSc1nnc(-c2sc3ccccc3c2Cl)o1	.	-1	-0.2	-4	-2	1	0	7	-3
Cc1ccc(NC(=O)COC(=O)c2cc(-c3cccs3)nn2-c2ccccc2)cc1[N+](=O)[O-]	1.0	1	-0.2	4	4	0	-1	4	6
O=C(O)CNC(=S)N(Cc1ccccc1F)C1CCCCC1	-1.8	-2	0.1	-1	6	0	-1	-9	8
Cc1ccccc1CN(c1ccc(C(=O)Nc2ccccc2C(=O)N2CCCC2)cc1)S(C)(=O)=O	0.1	3	0.0	0	-1	0	1	-13	3
CS(=O)(=O)N(CC(=O)NCc1ccc2c(c1)OCO2)c1ccc(Cl)cc1	-0.3	-3	-0.1	-2	5	0	-2	16	6

The listing continues:
SMILES	MEX-5 binding	Fam108B inh	Efflux pump mplx	GLD-1 TGE inh	MCL1 BIM primary	GRK2 aptamer HTS	PME-1 inh	VLA-4 inh	Bcl-xL primary
CC(C)NC(=O)c1cc(-c2ccc3c(c2)OCO3)on1	1.1	-3	0.8	-1	-4	2	-2	21	-2
COC(=O)c1c(-c2ccc(SC)cc2)sc2ccc(OC)cc12	.	.	-0.1	2	.	3	.	-2	.
C=CCn1c(SCC(=O)c2ccc(Br)cc2)nnc1C(C)NC(=O)Cc1ccc(OC)cc1 (stereo not given)	0.1	4	-0.1	8	4	1	1	5	7
CCCn1c(C(C)Nc2nc(-c3ccc(C)cc3)cs2)nc2ccccc21 (stereo not given)	-0.9	0	0.0	9	2	6	4	-8	2
COc1cc(/C=N\NC(=O)c2ccc(Cn3cc(Br)c([N+](=O)[O-])n3)o2)cc(OC)c1O	0.1	13	0.0	0	12	0	7	-10	7
S=c1[nH]nc(COc2ccccc2)n1/N=C/c1cccc(Cl)c1Cl	3.2	-1	0.3	-4	-25	1	10	12	-12
O=C(N/N=C/c1ccc(N2CCOCC2)cc1)c1ccncc1	.	.	-0.1	-14	-5	2	6	-24	0
Cc1cc(S(=O)(=O)NC2CCCCC2)c(C)s1	1.8	2	-0.2	6	6	1	5	5	4
CCOC(=O)Cc1csc(NC(=O)COc2ccccc2)n1	.	2	0.0	5	8	2	1	5	3
O=C(CSc1ccccc1)Nc1ccccc1C(=O)O	-3.8	1	-0.1	7	0	0	-4	4	1
O=C(CCSc1nc(-c2ccco2)cc(C(F)(F)F)n1)NCc1ccccn1	1.2	2	-0.1	1	1	2	0	9	-2
Cn1cnc2c1c(=O)n(Cc1c(Cl)cccc1Cl)c(=O)n2C	-0.5	3	-0.4	-6	12	0	10	-2	8
CN(C)CCC(=O)c1ccc2c(c1)OCO2	1.1	1	-0.1	-2	9	2	-1	15	3
COc1ccc(-c2[nH]ncc2/C=C(/C#N)C(=O)NC2CCCCCC2)cc1	1.5	-6	-0.1	1	3	1	-10	17	7
O=C(CSc1ccc([N+](=O)[O-])cn1)Nc1cc(C(F)(F)F)ccc1N1CCOCC1	-4.7	3	-0.1	11	7	0	4	2	-2
O=C(CN1CCN(Cc2ccccc2F)C1=O)NCCN1CCOCC1	2.7	-1	0.1	-65	-3	0	3	10	-1
Cc1ccc(NC(=O)CSc2nnc(-c3ccco3)c(-c3ccco3)n2)cc1	-5.3	10	0.2	1	33	3	0	-5	23
CC(=O)N=Cc1c(C)c(C#N)c(=O)n(C)c1O	-3.1	3	-0.1	5	15	0	3	0	21
O=C(O)C1CCCN(S(=O)(=O)c2cccc3cccnc23)C1 (stereo not given)	-0.5	-2	0.1	7	0	3	-5	-7	6
O=C1c2cccc3c2[C@H](CCC3)CN1[C@@H]1CN2CCC1CC2	-0.5	-5	0.2	4	3	1	-2	1	-6

Overlap with the part before: 2 compounds; new compounds follow.
SMILES | MEX-5 binding | Fam108B inh | Efflux pump mplx | GLD-1 TGE inh | MCL1 BIM primary | GRK2 aptamer HTS | PME-1 inh | VLA-4 inh | Bcl-xL primary
O=C(O)C1CCCN(S(=O)(=O)c2cccc3cccnc23)C1 (stereo not given) | -0.5 | -2 | 0.1 | 7 | 0 | 3 | -5 | -7 | 6
O=C1c2cccc3c2[C@H](CCC3)CN1[C@@H]1CN2CCC1CC2 | -0.5 | -5 | 0.2 | 4 | 3 | 1 | -2 | 1 | -6
NC(=O)CN1CCCN(S(=O)(=O)c2ccc(Br)cc2)CC1 | -0.8 | 2 | 0.1 | 2 | 1 | 0 | 0 | 4 | 2
O=C(Cn1cccn1)c1ccccc1 | 1.0 | 0 | 0.0 | 7 | -2 | 0 | -1 | 2 | -3
CCN(/N=C/c1ccc(Cl)cc1)c1cc(=O)n(C)c(=O)[nH]1 | -1.2 | 5 | -0.1 | 2 | -2 | 92* | 0 | 2 | 3
CCSc1nnc(NC(=O)c2cc(C)on2)s1 | -3.8 | -1 | -0.1 | 0 | -7 | 0 | -10 | -7 | 1
CCCNC(=O)c1cccc(Cn2nc(C)c(Br)c2C)c1 | 2.3 | 5 | 0.0 | 2 | 7 | 0 | 4 | -3 | 4
COc1cccc(OCc2cc(/C=N/NC(=O)c3nc(Cl)c(Cl)c(N)c3Cl)ccc2OC)c1 | 3.4 | -34 | 0.9 | -11 | -19 | 0 | -41 | 19 | -12
NC(=O)CC(NC(=O)Cc1ccc(Br)cc1)c1ccc(N2CCN(c3ccc(F)cc3)CC2)c([N+](=O)[O-])c1 (stereo not given) | -0.7 | 0 | 0.4 | -2 | 7 | 0 | -1 | 4 | -1
CCCc1cc(=O)oc2cc(OCC(=O)NCCCN3CCCC3=O)ccc12 | -0.4 | 3 | 0.0 | 2 | 1 | 0 | -6 | 5 | 3
Cc1c(CN2CCCCC2)c(O)n(CCCO)c(=O)c1C#N | -46* | -5 | 0.0 | 27 | 35 | 0 | 1 | -8 | 35*
CCCc1cc(=O)n2[nH]c(C)c(-c3ccc(Cl)cc3)c2n1 | 0.7 | 4 | -0.1 | 9 | 7 | 3 | 2 | 10 | -5
COc1cc(CNC(C)(C)CO)ccc1OCC(=O)NC(C)(C)C | -0.5 | 7 | 0.2 | 3 | 0 | 0 | 2 | 10 | 3
COc1ccc(C2=CSC(/N=C/c3ccc(F)cc3)=NN2)cc1 | 2.1 | 6 | -0.1 | 6 | 8 | 0 | 2 | -3 | 12
O=C1[C@@H]2[C@@H]3C[C@@H]([C@H]4ON=C(c5ccc(OCc6ccccc6)cc5)[C@@H]34)[C@@H]2C(=O)N1c1ccc2c(c1)OCO2 | -1.0 | -4 | 0.1 | 0 | 5 | 0 | -2 | 10 | -1
Cn1c(SCC(=O)N2CCN(S(=O)(=O)c3ccc(Cl)cc3)CC2)nc2ccccc21 | 1.8 | -3 | 0.2 | 2 | 0 | 1 | 12 | 17 | 0
O=C(OCC(=O)N(C1CCCCC1)C1CCCCC1)c1ccncc1 | 1.4 | 0 | 0.0 | 1 | -5 | 0 | 0 | 5 | -11
Cc1ccc(OCCCC(=O)N2CCN(S(=O)(=O)c3cccc(F)c3)CC2)cc1 | 2.0 | 1 | 0.0 | 0 | -12 | 0 | -1 | -9 | -4
Cc1ccc(C(c2nnnn2Cc2ccccc2)N2CCN(Cc3ccccc3)CC2)cc1 (stereo not given) | -0.8 | 1 | -0.2 | 0 | 9 | 1 | 1 | 0 | 5
CC(=O)Nc1ccc(NC(=O)c2cccc(-c3cc4ccccc4oc3=O)c2)cc1 | -0.3 | 0 | 0.1 | 2 | 8 | 2 | 0 | -19 | -3
Cc1ccc2cc(CN(CCCN3CCOCC3)C(c3nnnn3Cc3ccco3)C(C)C)c(=O)[nH]c2c1C (stereo not given) | 0.3 | 2 | 0.2 | 4 | 4 | 0 | 3 | 2 | 5
O=C(COC(=O)CN1C(=O)C2CCCCC2C1=O)Nc1c(Cl)cccc1Cl (stereo not given) | . | . | -0.1 | 0 | 8 | 0 | -6 | 16 | 7

Structures listed so far printed as active in MEX-5 binding.
structure | MEX-5 binding | Efflux pump mplx | GLD-1 TGE inh | MCL1 BIM primary | GRK2 aptamer HTS | PME-1 inh | VLA-4 inh | Bcl-xL primary
Cc1c(CN2CCCCC2)c(O)n(CCCO)c(=O)c1C#N | -46* | 0.0 | 27 | 35 | 0 | 1 | -8 | 35*
